Source: PubChem (several laboratories)
H9c2 protect – protects H9c2 cardiomyocytes from peroxide injury; H2O2 injury protection, ATPLite, 2 h; protection from H2O2 cell death, % at 20 µM; hit rate 0.63% among 360,000; AID 588492;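 active = compounds giving at least 50% protection of heart cells from peroxide-induced death in the single-dose screen, raw or plate-pattern-corrected value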;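 also: 0% = DMSO wells with peroxide and 100% = DMSO wells without peroxide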
MC4R ag barr – human MC4R agonism via beta-arrestin | P32245 | hit rate 0.98% among 360,000 | U2OS MC4R beta-arrestin complementation, luminescence; percent of melanotan II response, DMSO zero | AID 540308 | activation, % at 8.9 µM;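 active = activation above a per-plate cutoff, the mean activation of sample wells on that plate plus 3 SD, cut at about 8% in these data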
ABHD5-PLIN5 inh – ABHD5-PLIN5 protein interaction inhibition | Split G. princeps luciferase complementation, luminescence, 4 h | Q00G26+Q8WTS1 | hit rate 0.78% among 360,000 | inhibition, % at 4 µM;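 active = inhibition above the mean inhibition across every tested compound plus 3 SD, cut at about 22% in these data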;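 also: 0% = DMSO only wells and the 100% control is not disclosed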
NCOA2 inhibitor – inhibits human steroid receptor coactivator 2; hit rate 0.17% among 370,000; HEK293 GAL4-SRC2 luciferase reporter, luminescence; inhibition, % at 9 µM; Q15596; AID 651957;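 active = inhibition above the mean inhibition of all tested compounds plus 3 SD, set per campaign, cut at about 52% in these data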;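 also: 0% = DMSO treated cells and 100% = cells given Gossypol at 36 µM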
Target sequence (Q15596 whole entry, looked up, the tested form may be a part): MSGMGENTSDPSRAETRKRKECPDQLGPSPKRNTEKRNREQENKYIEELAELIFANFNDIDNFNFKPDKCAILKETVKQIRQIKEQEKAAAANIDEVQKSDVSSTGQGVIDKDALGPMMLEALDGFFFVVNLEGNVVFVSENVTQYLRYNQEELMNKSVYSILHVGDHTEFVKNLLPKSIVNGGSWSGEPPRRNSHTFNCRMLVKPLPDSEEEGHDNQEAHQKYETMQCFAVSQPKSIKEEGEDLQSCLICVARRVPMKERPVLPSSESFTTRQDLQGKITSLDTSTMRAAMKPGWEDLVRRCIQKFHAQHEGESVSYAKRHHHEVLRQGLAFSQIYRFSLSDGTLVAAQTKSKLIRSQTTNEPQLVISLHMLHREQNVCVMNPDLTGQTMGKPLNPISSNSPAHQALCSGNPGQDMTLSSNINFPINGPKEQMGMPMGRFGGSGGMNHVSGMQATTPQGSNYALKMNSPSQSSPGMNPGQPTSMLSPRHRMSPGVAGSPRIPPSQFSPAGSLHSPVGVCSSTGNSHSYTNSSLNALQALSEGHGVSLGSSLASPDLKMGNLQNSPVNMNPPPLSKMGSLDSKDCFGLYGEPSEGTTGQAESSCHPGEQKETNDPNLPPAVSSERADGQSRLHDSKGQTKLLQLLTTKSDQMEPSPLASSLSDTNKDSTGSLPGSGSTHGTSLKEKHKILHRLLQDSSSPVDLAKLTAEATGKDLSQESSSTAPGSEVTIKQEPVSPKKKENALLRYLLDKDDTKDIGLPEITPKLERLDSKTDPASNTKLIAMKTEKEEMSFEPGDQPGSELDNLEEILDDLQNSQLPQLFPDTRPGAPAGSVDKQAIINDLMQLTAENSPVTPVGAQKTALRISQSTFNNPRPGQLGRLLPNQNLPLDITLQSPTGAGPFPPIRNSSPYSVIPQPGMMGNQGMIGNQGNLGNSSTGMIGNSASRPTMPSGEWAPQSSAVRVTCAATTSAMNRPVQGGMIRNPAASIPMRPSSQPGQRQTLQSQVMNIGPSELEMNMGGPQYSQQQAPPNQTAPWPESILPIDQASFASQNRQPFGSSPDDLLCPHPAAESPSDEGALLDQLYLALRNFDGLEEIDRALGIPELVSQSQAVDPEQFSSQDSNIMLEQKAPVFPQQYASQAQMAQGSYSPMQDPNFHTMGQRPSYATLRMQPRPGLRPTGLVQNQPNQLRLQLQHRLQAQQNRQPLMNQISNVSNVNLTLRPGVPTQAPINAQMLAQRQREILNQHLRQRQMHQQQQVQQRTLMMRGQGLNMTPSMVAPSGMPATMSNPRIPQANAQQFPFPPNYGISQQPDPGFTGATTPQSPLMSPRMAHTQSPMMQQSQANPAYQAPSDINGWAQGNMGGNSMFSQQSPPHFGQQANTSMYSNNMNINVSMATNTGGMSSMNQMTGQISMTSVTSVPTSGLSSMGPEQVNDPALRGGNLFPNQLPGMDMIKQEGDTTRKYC
MC4R antagonist – human MC4R antagonism in cAMP assay; P32245; MC4R-expressing cells, MTII-stimulated cAMP, LANCE TR-FRET; inhibition, % at 6.5 µM; hit rate 0.48% among 360,000;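 active = inhibition above its plate's cutoff, the mean of tested wells on that plate plus 3 SD, cut at about 29% in these data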;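 also: 0% = Melanotan II alone and 100% = Melanotan II plus saturating MCL0020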
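Material – human MC4R-expressing U2OS cells · Repeats – no replicates · Detection – TR-FRET with Eu-cAMP and labeled anti-cAMP, 671 nm · Times – compound 30 min, challenge 1 h, detection 1 h · Compound – single nominal compound dose of 6.5 µM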
Glyco luc inh – blocks N-linked glycosylation in D54 reporter cells; D54 ERlucT glycosylation luciferase reporter, 24 h; percent of 100 nM tunicamycin response; reporter increase, % at 12.5 µM; hit rate 0.23% among 360,000; AID 588692;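 active = mean luciferase reporter signal, scaled so untreated is 0 and the glycosylation-blocking control 100, at or above a set limit in every replicate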;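 also: luciferase carries N-glycosylation sites so blocking glycosylation raises the light; 0% = median of neutral control wells and 100% = median of 100 nM tunicamycin wells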
NOD2 RIPK2 PPI – NOD2-RIPK2 protein interaction inhibition. AID 624267. CHO BLA complementation NOD2-RIPK2, CCF4 ratio. hit rate 0.38% among 360,000. inhibition, % at 4.98 µM; in the data active = inhibition above about 21%;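 also: 0% = vehicle only and 100% = reference blocker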
ABCB6 inh MLPCN – inhibitors of human ABC transporter ABCB6; fluorescence ratio to DMSO, % at 10 µM; Q9NP58; AID 602162; hit rate 0.19% among 360,000; K562-ABCB6 porphyrin accumulation, flow cytometry, 1 h; hits give low values;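 active = fluorescence ratio to DMSO below 75%, the collection mean minus 3 SD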;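 also: signal is porphyrin accumulated inside mitochondria; 100% equals median channel fluorescence of DMSO control wells; lower ratio means ABCB6 inhibition with less porphyrin fluorescence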
m5-HT2A agonist – activates the mouse 5-HT2A serotonin receptor | P35363 | CHO-K1 mHTR2A beta-arrestin complementation, luminescence; percent of 30 µM serotonin response | activation, % at 7.6 µM | hit rate 0.66% among 360,000 | AID 624169;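 active = activation above a run cutoff, the mean activation of all tested compounds plus 3 SD, cut at about 14% in these data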;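 also: 0% = plate median of compound wells and 100% = 30 µM serotonin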
TLR9-MyD88 block – blocks human TLR9 binding to MyD88. Q9NR96+Q99836. CHO BLA complementation TLR9-MyD88, CCF4 FRET ratio. inhibition, % at 4.98 µM. hit rate 0.21% among 340,000;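 active = inhibition above the mean over all tested compounds plus 3 SD, cut at about 21% in these data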;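 also: 0% = DMSO only wells and 100% = clavulanate BLA inhibitor control wells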
The depositor's hits bear a star; x = no result given.

SMILES	H9c2 protect	MC4R ag barr	ABHD5-PLIN5 inh	NCOA2 inhibitor	MC4R antagonist	Glyco luc inh	NOD2 RIPK2 PPI	ABCB6 inh MLPCN	m5-HT2A agonist	TLR9-MyD88 block
CCOc1ccc(NC(=O)Cn2c(=O)n(CCCC(=O)NC3CCN(Cc4ccccc4)CC3)c(=O)c3ccccc32)cc1	3	0.6	4	-1	-1	-2	2	93	-1	-2
COc1cccc(/C=C/C(=O)OCC(=O)c2c(N)n(C)c(=O)n(C)c2=O)c1	7	-0.9	10	-1	0	2	-9	97	-2	-7
COc1ccc(/C=N/n2cc(-c3ccccc3)nc2N)cc1	4	0.8	-2	x	-6	3	-5	94	-1	-4
CCC(=O)N/N=C(\C)CC(=O)Nc1ccc2ccccc2c1	-3	-0.3	4	-8	1	-1	-5	96	-4	3
CN1CCN(c2ccc(CNC(=O)C3(C)Cc4c(-c5ccc(C(N)=O)cc5)ccnc4O3)cc2)CC1 (stereo not given)	1	-1.1	5	-9	-6	0	-10	101	2	x
COc1cccc(C(=O)N/N=c2\oc3c(OC)cccc3cc2C(=O)NCc2ccccc2)c1	76*	0.6	-4	3	12	-3	-8	94	2	-3
O=S(=O)(Cc1ccc(Cl)cc1)NCc1cccnc1	-5	0.2	3	-10	8	2	-5	100	2	x
CCNc1nc(NCC)nc(N2CC(=O)N(CC(=O)OCC)C2=N)n1	4	-2.1	1	-7	7	3	14	96	-1	-1
O=C(NC1CCCCC1)c1cc(S(=O)(=O)N2CCCCC2)ccc1N1CCOCC1	0	-4.5	-4	19	-3	2	6	99	4	0
COc1cc(OC)cc(C(=O)N[C@H](C(=O)OCC(=O)Nc2ccc3c(c2)OCO3)C(C)C)c1	2	0.1	9	-2	4	-9	-6	109	2	-11
CCOc1ccc(C(=O)CSc2nnc(C3CC3)n2C)cc1	3	-1.9	0	-22	10	3	-2	89	1	-2
Cc1c(CCO)c(=O)[nH]n1S(=O)(=O)c1ccc(F)cc1	-1	1.7	2	-15	4	-2	-7	102	2	-2
Cc1ccccc1OCC(=O)Nc1cccc(S(=O)(=O)NC2=NCCC2)c1	-14	0.5	1	-26	-10	2	0	97	16*	1
CN(C)CCn1c(N)nc2ccccc21	3	3.1	6	-8	-3	-1	1	103	3	14
CCOc1ccc(Nc2cc(Nc3ccccc3OCC)nc(C=C(C#N)C#N)n2)cc1	5	0.6	4	-13	7	-1	-8	92	0	-2
Cc1n[nH]c(=O)c2c(NC(=O)CSc3nn(-c4ccccc4)c(=S)s3)oc(C)c12	0	-0.1	-8	-16	18	2	-8	95	-2	4
CC1(C(=O)NS(=O)(=O)C2CC2)CCN(C(=O)c2ccc3c(c2)OCO3)C1 (stereo not given)	4	-1.1	2	-11	6	-4	-3	99	7	x
c1ccc(Nc2ccccn2)cc1	-2	-0.7	1	-18	-6	3	-2	96	-2	-8
Nn1c(SCC(=O)N2CCCc3ccccc32)nncc1=O	6	-3.0	-2	-1	2	-1	-3	100	0	3
COC(=O)c1nnn(-c2cc(Cl)cc(Cl)c2)c1C(=O)OC	-3	-0.6	-6	-1	15	-2	1	104	5	3
O=C(NCc1cccs1)C1CCCN1C(=O)Nc1ccc(F)cc1 (stereo not given)	6	1.6	0	20	4	2	-17	100	-1	-4
CCOC(=O)C1CCCN(C(=S)NC(=O)c2cc(Br)ccc2Cl)C1 (stereo not given)	1	-2.5	7	-12	3	-1	-1	99	-2	7
COc1ccccc1C1c2ccc3ccccc3c2Oc2ncn(CCN(C)C)c(=N)c21 (stereo not given)	-17	3.9	22	0	-7	4	20	98	-4	5
CCOC(=O)C1=C[C@]2(CC)CCCN3CCc4c(n1c1ccccc41)[C@@H]32	-9	-0.1	1	3	2	-1	-6	86	-7	-8
O=C(NCCCO)c1cc2ccccc2[nH]1	0	-4.3	4	7	-2	2	-22	99	4	-9
O=C(NC1CC1)C1=C[C@@H](c2c[nH]c3ccccc23)C[C@@H](OCc2ccc(CO)cc2)O1	0	1.4	-1	1	0	0	-1	107	-8	-4
CCC(=O)Nc1c(C(=O)N2CCCCCC2)cnn1-c1ccc(C)c(C)c1	-3	0.8	-2	15	12	-1	-6	91	4	2
COc1ccc(/C=N/NC(=O)c2nnn(-c3nonc3N)c2-c2cccs2)cc1OC	15	-0.6	4	0	11	-2	-8	96	6	7
Cc1ccccc1OCC(=O)Nc1c2c(nn1C(C)(C)C)CS(=O)(=O)C2	9	1.9	2	5	1	-1	-7	103	4	-4
COc1ccc(NC(=O)C2(C)Cc3c(-c4cccc(C(F)(F)F)c4)ccnc3O2)cn1 (stereo not given)	8	-0.3	1	71*	-6	9	8	100	2	x
O=[N+]([O-])c1cc([N+](=O)[O-])c2c(=Nc3ccccc3)n(-c3ccccc3)n(O)c2c1	-15	-2.7	10	-10	9	2	-7	105	-3	-11
COc1ccc(N2C(=O)CC(S/C(N)=N/N=C(\C)c3cccs3)C2=O)cc1 (stereo not given)	-5	-1.3	6	-46	-2	3	3	99	1	6
CCOC(=O)c1ccccc1NC(=O)c1ccc(N(C)S(C)(=O)=O)cc1	8	1.5	4	7	10	-1	-11	94	0	-4
CCN(CC(=O)Nc1c(F)cccc1F)C(=O)CNC(=O)COc1ccccc1	3	0.0	11	-25	10	1	4	101	-16	6
COc1ccc(-c2onc3ccc(Cl)cc23)cc1	-7	0.6	3	-25	-2	1	-5	92	3	-4
CC(c1ccc(F)cc1)n1cc(C(=O)NCCN(C)C)nn1 (stereo not given)	2	-0.3	-8	-1	15	1	-3	102	1	-5
Cc1ccc(Nc2nnc(SCC(=O)Nc3ccc(S(=O)(=O)N4CCOCC4)cc3)s2)cc1	-7	-0.1	-5	-11	3	3	-2	96	-1	-2
CCOC(=O)C1=C(C)NC(=O)NC1	7	-1.8	0	12	-13	2	-6	102	11	0
Cc1ccc(/C=N\NC(=O)C2COc3cc4ccccc4cc3O2)o1 (stereo not given)	-7	-2.0	2	-7	7	0	-3	100	-2	5
CCN(Cc1ccncc1)C(=O)c1ccc(C)o1	-2	0.7	3	2	10	1	-4	94	-6	-1
CCn1c(C)nc2cc(S(=O)(=O)Nc3ccc(C)cc3)ccc21	-9	-1.0	0	15	8	-1	0	100	-7	6
NC(=O)C1CCCN1 (stereo not given)	1	-2.1	-1	15	14	1	0	101	-4	3
Cc1ccc(N/C=C/c2onc(C)c2[N+](=O)[O-])cc1	-9	2.7	-4	-66	-7	-11	-3	99	0	7
O=c1[nH]cnc2c1ccn2C1OC(CO)C(O)C1O (stereo not given)	2	-1.0	-4	11	1	-13	-4	97	-5	-2
Cc1ccc(-n2c(=O)c(C#N)cc3c(=O)n4ccccc4nc32)cc1	-1	-2.3	0	-17	1	3	-11	101	-2	-23
COc1ccc(CN2CCN(C(=O)c3c(-c4ccccc4)noc3C)CC2)cc1F	-10	-4.8	5	20	-3	0	-7	97	5	2
CNC(=O)c1[nH]cnc1C(=O)Nc1cccc(Cl)c1	34	-3.0	-9	-27	4	12	-9	95	-2	4
Cc1ccc(NC(=S)N2CCN(S(=O)(=O)c3ccc(C)cc3)CC2)cc1	2	-3.5	0	-7	-8	-1	-8	97	6	-4

Ordered by the number under m5-HT2A agonist (descending): 3 from the list above.
SMILES	MC4R ag barr	ABHD5-PLIN5 inh	NCOA2 inhibitor	MC4R antagonist	Glyco luc inh	NOD2 RIPK2 PPI	ABCB6 inh MLPCN	m5-HT2A agonist	TLR9-MyD88 block
CCOc1ccc(NC(=O)Cn2c(=O)n(CCCC(=O)NC3CCN(Cc4ccccc4)CC3)c(=O)c3ccccc32)cc1	0.6	4	-1	-1	-2	2	93	-1	-2
c1ccc(Nc2ccccn2)cc1	-0.7	1	-18	-6	3	-2	96	-2	-8
CCN(CC(=O)Nc1c(F)cccc1F)C(=O)CNC(=O)COc1ccccc1	0.0	11	-25	10	1	4	101	-16	6

Next part
SMILES	H9c2 protect	MC4R ag barr	ABHD5-PLIN5 inh	NCOA2 inhibitor	MC4R antagonist	Glyco luc inh	NOD2 RIPK2 PPI	ABCB6 inh MLPCN	m5-HT2A agonist	TLR9-MyD88 block
O=C(Nc1ccc(N2CCOCC2)cc1N1CCOCC1)c1cccs1	8	-1.1	5	4	1	0	1	92	-3	-4
Cn1nc(C(=O)Nc2cc(Cl)ccc2N2CCCC2)c2ccccc2c1=O	-2	-0.1	-2	-22	-18	5	-5	96	11	2
Cc1noc(C)c1NC(=O)N(C)C[C@H]1Oc2c(NC(=O)Nc3ccc(C(F)(F)F)cc3)cccc2C(=O)N([C@H](C)CO)C[C@@H]1C	1	1.0	3	21	12	4	8	89	12	-5
CCN(CC)C(=O)c1cccc(NC(=O)CCc2nc3sc4c(c3c(=O)[nH]2)CCCC4)c1	2	-2.7	-4	-2	4	-2	-10	100	-9	11
O=C(COc1nsnc1N1CCOCC1)Nc1cccc(Cl)c1	-5	-4.4	-1	5	0	x	5	104	6	-1
Cc1ccc2nc(SCC(=O)N/N=C/c3ccco3)cc(C)c2c1	6	2.0	-4	10	-7	-1	-9	96	14	4
O=c1[nH]c(O)c(N=Nc2ccc(Cl)c(S(=O)(=O)Nc3ccccc3Cl)c2)c(=O)[nH]1	25	-1.5	-1	-7	-2	2	-9	100	-2	0
Cc1cc(NC2CCCCC2)n2c(n1)nc1ccccc12	-2	1.6	2	-6	25	1	-6	95	-1	-5
NC(=O)CC(NC(=O)c1ccc(Br)cc1)c1ccc(N2CCN(c3ccccc3)CC2)c([N+](=O)[O-])c1 (stereo not given)	-18	-0.7	-8	-8	-1	4	5	88	-2	-4
COC(=O)c1ccccc1NC(=O)C1CC(=O)N(c2ccc(C)cc2)C1 (stereo not given)	2	-1.8	1	-2	0	6	-9	98	-2	8
Cc1cnc(NC(=O)CSc2nnc(-c3ccncc3)n2C2CCCCC2)s1	3	-0.9	4	5	16	0	5	98	4	-5
O=c1[nH][nH]c2cc([N+](=O)[O-])ccc12	8	-5.1	5	-10	-10	3	-3	105	0	7
COc1ccc(CCNC(=O)CCNS(=O)(=O)c2cccc(Cl)c2)cc1OC	-6	-0.6	2	13	9	-1	6	98	-2	0
O=C(NCCNc1ccnc2cc(Cl)ccc12)c1ccccc1F	-13	0.0	2	16	8	1	-11	92	-5	6
COc1cccc(-c2csc(N3CCN(C(=O)NC45CC6CC(CC(C6)C4)C5)CC3)n2)c1	-4	0.9	-6	10	8	0	-5	90	-1	-10
CCCOC(=O)c1ccc(NC(=O)C2C3CCC(C3)C2C(=O)O)cc1 (stereo not given)	2	-1.5	4	-40	1	-1	5	96	-1	-1
Cc1ccc(C(C)C)cc1OCC(=O)Nc1ccccc1N1CCCC1	-6	2.7	5	2	1	-3	0	94	-3	11
O=C1CSC(c2cccnc2)N1CCc1ccccn1 (stereo not given)	5	1.0	-10	-9	23	3	-7	108	3	-5
CCOP(=O)(c1ccc(N(C)C)cc1)C(O)c1ccc(OC)cc1 (stereo not given)	-4	0.2	-1	-16	-2	0	-6	102	-5	-6
O=S(=O)(NCCc1ccncc1)c1ccc(S(=O)(=O)N2CCCCCC2)cc1	-2	-2.8	-5	18	11	-2	3	101	-7	-4
O=C(Nc1nnc(COc2ccc(F)cc2)s1)c1ccco1	1	-0.9	2	16	0	-1	-5	96	0	x

A portion of the library. The share of hits here may be higher or lower than overall.
